# Assay outcomes from PubChem.
# CSN inh – inhibitors of CSN-mediated cullin deneddylation, primary screen, biochemical, fluorescence polarization, uHTS; COP9 signalosome complex subunit 5 (Homo sapiens), Q92905; Purified CSN, SCF-Nedd8-OG deneddylation; inhibition, % at 12.5 µM; actives 0.38% (n = 360,000); AID 651999, 2013;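 active means pattern-corrected inhibition above about 35%, with an unprinted fluorescence ratio check between 0.5 and 1.5, limit read from the data, passing the limit was not always enough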;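 further: 0% = enzyme with substrate and 100% = substrate without enzyme; some results filed as inactive read as strong as hits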
#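 Assay system: purified human Csn5 enzyme expressed in HEK293T cells; Input: 0.24 nM Csn5 enzyme, final concentration; Reagent: 10 nM SCFSkp2-Nedd8OG; Compound dosing: 12.5 µM single point; Times: reaction 90 min, room temperature; Technique: fluorescence polarization readout.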
# Tb MetRS inh – T. brucei MetRS inhibitors, primary screen, biochemical, luminescence; methionyl-tRNA synthetase (Trypanosoma brucei brucei); purified T. brucei MetRS, ATP depletion, Kinase-Glo luminescence; inhibition, % at 11.9 µM; actives 0.4% (n = 360,000); AID 624268, 2012;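 active means inhibition above a per-plate cutoff of the control wells' mean inhibition plus 3 SD, cut at about 5.5% in these data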;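 further: 0% = DMSO wells median and 100% = median of wells with control inhibitor compound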
#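 Material: T. brucei methionyl-tRNA synthetase, purified; reagent: substrates ATP, L-methionine and bulk Escherichia coli tRNA; dosing: 11.9 µM single point; timing: 15 min plus 2 h at 25 °C; detection: luminescence of leftover ATP; evaluation: % inhibition; control set: DMSO-only wells as low control; replicates: singlicate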
# DNMT1 block – human DNMT1 methyltransferase inhibitors, primary screen, biochemical, molecular beacon, fluorescence, HinP1I cleavage, uHTS | inhibition (reported as % activation of signal), % at 10 µM | DNA (cytosine-5)-methyltransferase 1 (Homo sapiens), P26358 | actives 0.83% (n = 360,000) | AID 588458, 2011; in the data active means inhibition above about 50%
# LMPTP inh – LMPTP phosphatase inhibitors, primary screen, biochemical, fluorescence intensity, uHTS; recombinant LMPTP-A, OMFP fluorogenic substrate; inhibition, % at 20 µM; actives 0.22% (n = 360,000); AID 651560, 2012;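 active means compounds that cut the enzyme signal by at least half of the control window in the single-dose screen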;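 further: plate controls were DMSO wells with enzyme plus substrate for no effect and substrate without enzyme for full effect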
# Target sequence (P24666 whole entry, looked up): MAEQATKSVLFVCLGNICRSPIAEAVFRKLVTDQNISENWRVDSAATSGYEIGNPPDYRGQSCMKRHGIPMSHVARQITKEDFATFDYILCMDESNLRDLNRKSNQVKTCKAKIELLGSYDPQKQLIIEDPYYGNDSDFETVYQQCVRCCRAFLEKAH
#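 Test system: LMPTP-A phosphatase enzyme; input: 0.625 nM LMPTP-A final; reagent: OMFP substrate, 400 µM final; compound dosing: 20 µM single dose, 3% DMSO; incubation: 50 min dark incubation at room temperature; measured by: endpoint fluorescence intensity from OMFP dephosphorylation; measure: % inhibition relative to no-enzyme and uninhibited control wells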
# Rpn11 block – Rpn11 (PSMD14) deubiquitinase inhibitors, primary screen, biochemical, fluorescence polarization, uHTS | human 26S proteasome, Ub4-pepOG fluorescence polarization; 20S core pre-blocked with epoxomicin | calls only at 20 µM | actives 0.59% (n = 360,000) | AID 588493, 2011;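 active means inhibition at 20 µM, scaled to each plate's controls, above about 33%, limit read from the data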
# NadD inh – inhibitors of S. aureus NadD, primary screen, biochemical, colorimetric, uHTS | purified NadD enzyme, colorimetric absorbance read-out | AID 602399, 2012 | inhibition, % at 20 µM | actives 0.78% (n = 360,000); in the data active means inhibition above about 26%; further: some compounds past the cut are filed as inactive
# Scp1 inh – Scp-1 phosphatase inhibitors, primary screen, biochemical, colorimetric, uHTS. actives 0.88% (n = 340,000). inhibition, % at 20 µM. Recombinant Scp1, phosphopeptide, malachite green phosphate absorbance. Carboxy-terminal domain RNA polymerase II polypeptide A small phosphatase 1 (Homo …. AID 493091, 2011;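 active means inhibition above about 50% at 20 µM, limit read from the data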;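 further: plate controls were DMSO wells with enzyme for no effect and wells lacking enzyme for full effect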
# Target sequence (Q9GZU7 76-261 limits assumed): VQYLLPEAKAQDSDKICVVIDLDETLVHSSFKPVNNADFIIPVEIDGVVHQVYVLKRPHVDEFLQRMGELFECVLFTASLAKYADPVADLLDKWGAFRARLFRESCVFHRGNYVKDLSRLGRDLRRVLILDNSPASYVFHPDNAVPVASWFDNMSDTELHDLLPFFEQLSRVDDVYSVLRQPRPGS
#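 Material – SCP-1 phosphatase catalytic domain, residues 76-261 · Buffer or medium – Acidic Tris acetate buffer with magnesium and detergent · Also added – Phospho 17-mer peptide substrate · Compound – single 20 µM dose, 1% DMSO · Times – 45 min room-temperature reaction, 5 min colour, 30 min stabiliser · Technique – Phosphate-binding colour reagent, absorbance read at 630 nm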
# MLLE-PAM2 inh – inhibitors of PABP1 MLLE–PAM2 peptide binding, primary screen, biochemical, fluorescence polarization, FITC-PAM2, GST-MLLE; inhibition, % at 20 µM; Polyadenylate-binding protein 1 (Homo sapiens), P11940; actives 0.36% (n = 360,000); in the data active means inhibition above about 35%, passing the limit was not always enough;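 further: plate controls were DMSO wells with GST-MLLE for no effect and wells lacking GST-MLLE protein for full effect; some results filed as inactive read as strong as hits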
# Target sequence (P11940 whole entry, looked up): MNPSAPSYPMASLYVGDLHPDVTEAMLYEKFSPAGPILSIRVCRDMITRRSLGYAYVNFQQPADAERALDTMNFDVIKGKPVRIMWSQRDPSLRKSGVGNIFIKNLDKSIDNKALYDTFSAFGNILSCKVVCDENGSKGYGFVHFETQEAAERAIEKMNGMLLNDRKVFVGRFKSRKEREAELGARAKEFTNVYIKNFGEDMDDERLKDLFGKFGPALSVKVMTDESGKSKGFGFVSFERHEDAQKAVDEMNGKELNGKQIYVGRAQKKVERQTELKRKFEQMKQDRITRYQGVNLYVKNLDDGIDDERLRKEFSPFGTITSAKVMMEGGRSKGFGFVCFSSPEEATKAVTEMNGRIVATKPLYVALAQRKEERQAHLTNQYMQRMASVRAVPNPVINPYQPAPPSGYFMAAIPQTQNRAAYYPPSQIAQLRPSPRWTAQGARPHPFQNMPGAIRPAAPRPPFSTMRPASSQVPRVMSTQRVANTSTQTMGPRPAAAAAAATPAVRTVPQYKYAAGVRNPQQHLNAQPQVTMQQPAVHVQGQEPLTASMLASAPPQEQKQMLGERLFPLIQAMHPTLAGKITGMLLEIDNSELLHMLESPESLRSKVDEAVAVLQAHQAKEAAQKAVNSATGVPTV
# STEP block – STEP phosphatase inhibitors, primary screen, biochemical, fluorescence intensity, uHTS. inhibition, % at 20 µM. Tyrosine-protein phosphatase non-receptor type 5 (Homo sapiens), P54829. actives 0.25% (n = 360,000). recombinant STEP, OMFP fluorogenic substrate;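 active means inhibition at 20 µM, scaled per plate between control wells, above about 37%, limit read from the data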;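 further: 0% = DMSO with enzyme and substrate and 100% = substrate only without enzyme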
#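 material = STEP tyrosine phosphatase | reagent = fluorogenic phosphatase substrate OMFP at 25 µM final | doses = single compound dose of 20 µM, 1% DMSO final | schedule = 20 min reaction, room temperature, in the dark | measured by = fluorescence, 480/540 nm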
# SUMO1 PPI mod – modulators of SUMO1 protein-protein interactions, primary screen, biochemical, uHTS; SUMO1 binding to a labelled peptide, TR-FRET, 1 h; actives 0.33% (n = 360,000); AID 602429, 2012; inhibition, % at 20 µM; Small ubiquitin-related modifier 1 (Homo sapiens), P63165; in the data active means inhibition above about 37%
# Target sequence (P63165 whole entry, looked up): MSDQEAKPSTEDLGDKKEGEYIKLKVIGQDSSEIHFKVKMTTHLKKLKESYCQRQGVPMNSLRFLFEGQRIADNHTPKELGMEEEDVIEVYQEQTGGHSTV
# The depositor's hits bear a star; i = inactive; x = not tested or not shown.
SMILES,CSN inh,Tb MetRS inh,DNMT1 block,LMPTP inh,Rpn11 block,NadD inh,Scp1 inh,MLLE-PAM2 inh,STEP block,SUMO1 PPI mod
COc1ccc(NC(=O)CSc2nnc(C3CC3)n2N)cc1,6,-0.5,5,-1.5,i,-3,-6,-1,1,4
Cc1onc(-c2c(Cl)cccc2Cl)c1C(=O)OCC(=O)c1ccccc1,0,-1.3,6,-2.2,i,-5,-19,10,-1,6
Cn1c(SCc2ccc([N+](=O)[O-])cc2)nnc1-c1ccncc1,-3,0.3,3,-1.3,i,-5,-7,4,-3,-28
C/C(=N\Nc1cccc(C(=O)O)c1)c1cc2ccccc2o1,0,-0.6,0,-1.6,i,-13,-7,13,-1,-3
Cc1cc(C)cc(NC(=O)C2CCCN2C(=O)NC2CCCCC2)c1 (stereo not given),-4,-0.4,-1,-0.8,i,4,-6,0,2,-4
Cc1ccc(C2(C)NC(=O)N(CC(=O)NC(=O)NCCC(C)C)C2=O)cc1 (stereo not given),1,-1.0,0,0.6,i,-1,-3,-5,0,3
CC(CC(=O)Nc1ccccc1)NCCCN1CCCC1=O (stereo not given),-3,-2.0,4,-3.0,i,-4,-9,5,-3,-2
O=C(OCCOc1ccccc1Cl)c1ccc(-n2cnnn2)cc1,-5,-0.1,-12,1.1,i,-3,-19,-15,2,1
Cc1oc2ccccc2c1CC(=O)NCCCN(C)C,-5,-0.3,-6,-0.5,i,3,-2,-8,0,-8
COC(=O)C1=CN(CCCN2CCCC2=O)C=C(C(=O)OC)C1c1cccs1,2,-1.4,5,-1.4,i,-5,-5,10,-3,-1
O=C(c1ccc(C#Cc2ccccc2)o1)N1CCN(c2ccccn2)CC1,-2,-1.8,-2,3.9,i,4,5,10,0,-17
O=C(NCCC1=CCCCC1)C(=O)NCCc1ccc(Cl)cc1,-11,-0.5,6,-2.5,i,6,-7,-16,-4,1
COc1ccc(C(=O)OCC(=O)c2ccc[nH]2)cc1,-4,-0.2,0,1.0,i,-7,-4,12,0,32
CC(Oc1ccccc1F)C(=O)NNC(=O)c1cccc(S(=O)(=O)N2CCN(C)CC2)c1 (stereo not given),-1,0.5,2,-2.2,i,0,-2,2,3,6
COc1ccc(CCCC(=O)NCCc2ccccc2)cc1,4,0.2,4,-0.8,i,-5,-9,-5,-1,5
CC(C)(C)C1CCC(C(=O)Nc2ccccc2N2CCOCC2)CC1 (stereo not given),3,0.3,5,1.6,i,1,-5,-18,4,8
Cc1ccc(CNS(=O)(=O)NCc2ccccc2)cc1,-1,-0.8,1,-0.2,i,9,-6,-2,-1,-4
c1ccc2c(c1)C(=NCC1CCCO1)NC2=NCC1CCCO1 (stereo not given),6,-0.3,3,2.9,i,5,12,12,2,-7
CC(=O)c1ccc(OCC(=O)Nc2c(C)nn(-c3ccccc3)c2C)cc1,-7,0.3,0,-0.3,i,-1,7,-7,3,4
O=C(NCC(c1cccs1)N1CCOCC1)c1ccccc1NS(=O)(=O)c1cccc([N+](=O)[O-])c1 (stereo not given),-1,0.1,-4,-0.1,i,5,1,8,-2,-17

# Continued; the last two above are carried over.
SMILES,CSN inh,Tb MetRS inh,DNMT1 block,LMPTP inh,Rpn11 block,NadD inh,Scp1 inh,MLLE-PAM2 inh,STEP block,SUMO1 PPI mod
CC(=O)c1ccc(OCC(=O)Nc2c(C)nn(-c3ccccc3)c2C)cc1,-7,0.3,0,-0.3,i,-1,7,-7,3,4
O=C(NCC(c1cccs1)N1CCOCC1)c1ccccc1NS(=O)(=O)c1cccc([N+](=O)[O-])c1 (stereo not given),-1,0.1,-4,-0.1,i,5,1,8,-2,-17
Cc1cccc(N(Cc2cc3ccccc3[nH]c2=O)S(=O)(=O)c2ccccc2)c1,-7,-0.6,3,-0.9,i,-1,3,17,3,7
COCC1CCN(C(=O)c2cc(COc3ccc4c(c3)CCCC4)on2)C1 (stereo not given),3,-0.7,1,-1.1,i,-3,1,0,0,1
COCCNC(=O)C1(C)CCN(C(=O)c2cccnc2Oc2ccccc2)C1 (stereo not given),9,0.1,0,-1.9,i,0,x,5,-1,4
Cc1ccc(NC(=O)CSc2nc(O)c(Cc3ccccc3)c(=O)n2-c2ccccc2)cc1,4,4.3,-3,1.2,i,-1,-5,31,2,2
Cc1cccc(-n2ncc3c(NCCCO)ncnc32)c1,1,-0.4,-2,-0.4,i,-1,-7,6,0,4
Cc1ccc(-c2nc3ccc(C)cn3c2Cc2ccccc2C(F)(F)F)cc1,0,0.0,-9,2.5,i,2,x,-14,-2,2
Cc1ccc(/C=C/C(=O)NCC2COc3ccccc3O2)o1 (stereo not given),-1,-0.3,-9,0.4,i,3,-5,17,-1,13
Cc1ccccc1C(=O)N1N=C(c2ccc(NS(C)(=O)=O)cc2)CC1c1cccs1 (stereo not given),-3,0.5,1,0.4,i,-2,-6,-14,-2,-9
COc1ccc(C(=O)CSc2nnc(CNc3nc(-c4ccccc4)cs3)n2C)cc1,5,1.0,-10,2.2,i,1,4,-20,0,-14
Cc1ccc(-n2cnc3cc(NCc4cccs4)ccc32)cc1,5,-1.9,-7,-1.1,i,0,-3,3,3,6

# Of the compounds above, these have a thiophene ring, fused or not.
SMILES,CSN inh,Tb MetRS inh,DNMT1 block,LMPTP inh,Rpn11 block,NadD inh,Scp1 inh,MLLE-PAM2 inh,STEP block,SUMO1 PPI mod
COC(=O)C1=CN(CCCN2CCCC2=O)C=C(C(=O)OC)C1c1cccs1,2,-1.4,5,-1.4,i,-5,-5,10,-3,-1
O=C(NCC(c1cccs1)N1CCOCC1)c1ccccc1NS(=O)(=O)c1cccc([N+](=O)[O-])c1 (stereo not given),-1,0.1,-4,-0.1,i,5,1,8,-2,-17
Cc1ccccc1C(=O)N1N=C(c2ccc(NS(C)(=O)=O)cc2)CC1c1cccs1 (stereo not given),-3,0.5,1,0.4,i,-2,-6,-14,-2,-9
Cc1ccc(-n2cnc3cc(NCc4cccs4)ccc32)cc1,5,-1.9,-7,-1.1,i,0,-3,3,3,6

# Additional results
SMILES,CSN inh,Tb MetRS inh,DNMT1 block,LMPTP inh,Rpn11 block,NadD inh,Scp1 inh,MLLE-PAM2 inh,STEP block,SUMO1 PPI mod
Cn1c(CCc2nc3ccccc3[nH]2)n[nH]c1=S,2,-0.7,2,-0.9,i,-3,-4,-13,-4,3
Cc1ccc(C2CCN(C(=S)NC3CCCCC3)C2)cc1 (stereo not given),-2,0.5,0,-0.1,i,4,-5,-133,0,4
CCOc1ccc(C(C(=O)NCC2CCCO2)N(C(=O)c2snc(C(N)=O)c2N)c2ccccc2F)cc1 (stereo not given),3,0.2,-2,1.1,i,2,-12,0,1,1
Cc1ccc2nc3n(c(=O)c2c1)CCC3,7,-0.3,5,-1.9,i,-1,0,-11,2,-1
COc1ccc(Cl)cc1Nc1nc(C)cc(=O)[nH]1,4,-1.1,-2,-0.2,i,3,-6,0,5,0
COCCN(C(=O)COC(=O)/C=C/c1ccc(OC)c(OC)c1)c1c(N)n(Cc2ccccc2)c(=O)[nH]c1=O,1,-0.4,0,-0.3,i,1,-2,13,3,-23
Cc1ccc(C(=O)N2[C@@H]3CN(C)C(=O)[C@@]2(Cc2ccccc2)[C@H]2C(=O)N(Cc4ccccc4)C(=O)[C@@H]32)cc1,0,-0.2,0,-1.7,i,2,-2,7,0,-1
N#Cc1cccc(NC(=O)CCNC(=O)c2ccccc2Cl)c1,2,0.6,-2,-1.6,i,-6,-4,5,6,-2
C[C@H](CO)N1C[C@H](C)[C@@H](CN(C)C)Oc2c(NS(=O)(=O)c3ccc(F)cc3)cccc2C1=O,-2,-0.2,6,-0.9,i,-7,-4,7,2,6
Cc1ccc(C(=O)N=c2sccn2C)cc1C,-8,-0.3,1,1.0,i,2,-6,8,0,2
O=C(N/N=C/c1ccccc1C(=O)O)c1cccc(S(=O)(=O)N2CCOCC2)c1,-1,-0.6,-4,-1.2,i,7,0,-14,-4,-2
COc1ccccc1C1CC(c2ccc(Br)cc2)=NN1C(=O)c1cccnc1 (stereo not given),-7,1.3,0,3.3,i,6,11,-16,0,-11
O=C(CN1CCOCC1)Nc1nc2ccc([N+](=O)[O-])cc2s1,6,-0.9,2,-1.4,i,1,5,7,1,-20
Cc1ccnc(NC(=O)c2cccc(S(=O)(=O)N3CCCc4ccccc43)c2)c1,2,-0.4,-1,4.0,i,5,1,-1,0,2
COC(=O)Nc1ccc(S(=O)(=O)N2CCN(c3ccc(F)cc3)CC2)cc1,6,-0.3,-1,0.5,i,-1,-6,15,3,5
Cc1ncoc1C(=O)N1CCCC(C(=O)c2ccc(Oc3ccccc3)cc2)C1 (stereo not given),1,-1.2,0,0.0,i,1,-5,20,2,1
Cc1nnc(SCC(=O)NC(=O)NCc2ccco2)n1Cc1ccccc1,18,-0.8,66*,18,i,10,87*,1,-1,5
Brc1ccc(C2Nc3cccc4cccc(c34)N2)s1,-8,-0.2,55*,0.0,i,20,-3,2,8,9
CC(C)Cn1c(SCC(=O)NC(=O)Nc2ccc3c(c2)OCCO3)nc2ccccc2c1=O,2,-0.1,44,1.9,i,1,-5,-33,2,8
C=CCn1c(SCC(=O)NC23CC4CC(CC(C4)C2)C3)nc2cc(C(=O)O)ccc2c1=O,-3,0.1,1,-1.2,i,-4,-9,11,0,4
CCc1sc(NC(=O)COC)nc1-c1ccccc1,-3,-1.1,-1,-1.1,i,-2,6,33,0,-1
CC(C)(C)c1nnc(NC(=O)C2CCN(c3ncccn3)CC2)s1,-1,-0.1,0,-2.4,i,-6,-3,3,1,4
CCN1CCN(c2ccc(NC(=O)COc3ccc([N+](=O)[O-])cc3)cc2)CC1,-2,0.4,2,0.7,i,-5,2,5,-3,-28
CC(=O)Nc1cc2c(nc1C)nc(C)n2Cc1ccc(Br)cc1,6,0.2,1,-0.4,i,2,-4,-3,-1,0
